S2 tox – cell viability loss in ATXN counter-screen; S2 cells (HEK-293 line with an ATXN2-luciferase reporter) viability, CellTiter-Fluor protease fluorescence, 24 h; Potency, µM (series often up to 56.7 µM), most hits filed as cytotoxic; 400,000 compounds, 0.49% hits; note: nearly all actives have a fitted effect of over 40% in size
MCF10A rereplic – DNA re-replication induction in MCF 10a cells. MCF 10A DNA re-replication, Hoechst nuclear intensity, 48 h. 350,000 compounds, 2.9% hits. Potency, µM (highest dose often 46.1 µM), without a hit: top-dose activity, positive = re-replication, most hits filed as activators; note: % of control where 0% means no effect; nearly all actives have a fitted effect of over 50% in size
SW480 rerep – induces DNA re-replication in SW480 colon adenocarcinoma cells. SW480 DNA re-replication, Hoechst DNA content imaging, 48 h. AID 624297. 340,000 compounds, 1.8% hits. Potency, µM (series often up to 46.1 µM), inactives show top-dose re-replication activation, actives largely listed as activators; note: % of control where 0% means no effect; nearly all actives have a fitted effect of over 55% in size
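250 cells/well; 23 nL cpd via pin tool; 48 hr, 37 C, 5% CO2; Hoechst 40 min; imager read of total nuclear intensity, ex 405/em 500-530 nm.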
Numbers without * were called inactive; [ ] = remark or other dose. Calls come from the whole dose curve; as a rule, active = well fitted curve in the direction sought with a large enough effect; inconclusive = small, poorly fitted or top-dose-only effect, or another doubt; inactive = no such curve, though single readings can be large; an effect the other way counts as inactive or inconclusive. Potency is the fitted concentration of half-maximal effect. Not all compounds are listed; rates above refer to the full screens.

How did CCOC(=O)[C@H](CCc1ccccc1)N[C@H]1CCCN2CCC[C@@H](C(=O)O)N2C1=O do in these assays?
S2 tox: inconclusive

Results for COc1cc(=O)n2c(c1C(=O)NCc1ccco1)CCN(Cc1ccccc1)CC2 ?
S2 tox: inactive

How did O=C(c1cnn(-c2nccc(-c3ccccc3C(F)(F)F)n2)c1C1CC1)N1CCN(CCO)CC1 do in these assays?
S2 tox: inactive

What do the screens show for `CCn1c(-c2cccnc2)nc2cc(NC(=O)COC)cc(C(=O)N3CCc4ccccc4C3)c21`?
S2 tox: inconclusive

Results for O=C(NCC1CCC2(CCN(Cc3ccccc3O)CC2)O1)C1CCCO1 (stereo not given) ?
S2 tox: inactive

How did Cc1ncc2c(c1CNC(=O)c1ccc3c(c1)OCO3)CCN(C(=O)c1ccc3ccccc3c1)C2 do in these assays?
S2 tox: inactive

What do the screens show for `C=CC[N@@+]12CC[C@@]34c5ccccc5N5/C=C6/[C@H]7C[C@H]8[C@@]9(CC[N@@+]8(CC=C)C/C7=C/CO)c7ccccc7N(/C=C(/[C@@H](C[C@@H]31)/C(=C\CO)C2)[C@H]54)[C@@H]69`?
S2 tox: inactive

What do the screens show for `COc1ccc(OC)c(-c2ccc(O)c(CN3CCc4c([nH]c5ccccc45)C3)c2)c1`?
S2 tox: inconclusive

Results for COc1ccc(CN2CCCC(n3cc(C(=O)N4CCCCC4)nn3)C2)c(OC)c1 (stereo not given) ?
S2 tox: inactive

Results for CCN(Cc1ccncc1)Cc1ccc2c(c1)CN(C(=O)c1ccccc1)CCO2 ?
S2 tox: inactive

What do the screens show for `COc1ccccc1-c1ccnc(-n2ncc(C(=O)NCC3(N4CCOCC4)CCCC3)c2C)n1`?
S2 tox: inactive

How did O=C(NC1CC1)[C@@H]1C[C@H](Sc2nc3ccccc3[nH]2)CN1CC1CCCCC1 do in these assays?
S2 tox: inactive

How did CC(=O)CCC(=O)N1CCC(n2c(C3CCCO3)nc3cc(C(F)(F)F)ccc32)CC1 (stereo not given) do in these assays?
S2 tox: inactive

Results for Cc1ccc(F)cc1S(=O)(=O)NCc1nc(N2CCCC2)c2cccc(C)c2n1 ?
S2 tox: inactive

How did Cc1c(C(=O)N2CC3CCC2C3)sc2ncnc(NCCc3c[nH]c4ccccc34)c12 (stereo not given) do in these assays?
S2 tox: inconclusive

Results for COc1ccc(C2(C(=O)NCC3Cc4cccc(-c5cccnc5)c4O3)CCCC2)cc1 (stereo not given) ?
S2 tox: inactive

Results for CCNC(=O)[C@@H]1CCCN1C(=O)[C@H](CCCN=C(N)N)NC(=O)[C@H](CC(C)C)NC(=O)[C@@H](CC(C)C)NC(=O)[C@H](Cc1ccc(O)cc1)NC(=O)[C@H](CO)NC(=O)[C@H](Cc1c[nH]c2ccccc12)NC(=O)[C@H](Cc1cnc[nH]1)NC(=O)[C@@H]1CCC(=O)N1 ?
S2 tox: inactive

Results for Nc1c(O)cccc1C(=O)C[C@@H](N)C(=O)O ?
S2 tox: inactive

How did CCN1CCCC1CNC(=O)c1cnn(-c2nccc(-c3ccccc3F)n2)c1C (stereo not given) do in these assays?
S2 tox: inactive

How did COC(=O)C1CCCCN1Cc1ccc2c(c1)CN(Cc1cn[nH]c1-c1ccc(F)cc1)CCO2 (stereo not given) do in these assays?
S2 tox: inactive

How did O=C(Cn1c(=O)sc2ccc(Cl)cc21)N1CCN(CCO)CC1 do in these assays?
S2 tox: inactive

Results for COc1cc2nc(N(C)C)c(CNCc3cccc4ccccc34)cc2c(OC)c1OC ?
S2 tox: inactive

Results for CCOC(=O)N1CCN(Cc2ccc3c(c2)CN(C(=O)c2ccc4ncccc4c2)CCO3)CC1 ?
S2 tox: inactive

Results for Cc1oc(-c2ccccc2NC(=O)c2ccccc2)nc1CNC(=O)C1CC(=O)OC12CCCCC2 (stereo not given) ?
S2 tox: inactive

How did CSc1nnc(CCNC(=O)/C=C/c2cccc(F)c2)n1-c1ccc(F)cc1 do in these assays?
S2 tox: inactive

How did Cn1ccc(C(=O)NCC2CCC3(CCN(Cc4ccc(F)cc4F)CC3)O2)n1 (stereo not given) do in these assays?
S2 tox: inactive

Results for Cc1nn(C)cc1CNc1nc(C)c(-c2ccn(CC3COc4ccccc4O3)n2)s1 (stereo not given) ?
S2 tox: inactive

What do the screens show for `Cn1nnnc1SCC1=C(C(=O)O)N2C(=O)[C@@H](NC(=O)[C@H](OC=O)c3ccccc3)[C@H]2SC1`?
S2 tox: inactive

Results for COC(=O)c1ccccc1C(=O)NCc1nc(N2CCCC2)c2cccc(C)c2n1 ?
S2 tox: inactive

How did CCCS(=O)(=O)NCc1c(C)ncc2c1CCN(C(=O)c1ccc(F)c(F)c1)C2 do in these assays?
S2 tox: inactive

How did Cc1cnc(-n2ncc(C(=O)NCC3COCCO3)c2C2CC2)nc1-c1cccs1 (stereo not given) do in these assays?
S2 tox: inactive

What do the screens show for `CCN1CCCC1CNCc1cc2c(OC)c(OC)c(OC)cc2nc1N(C)C` (stereo not given)?
S2 tox: inactive

What do the screens show for `O=C(Cc1c[nH]c2ccccc12)N1CCC(n2c(C3CCCO3)nc3cc(C(F)(F)F)ccc32)CC1` (stereo not given)?
S2 tox: inactive

What do the screens show for `COc1ccc2c(c1)OC(C)CN(CCNC(=O)c1csc(-c3cccs3)n1)C2` (stereo not given)?
S2 tox: inactive

What do the screens show for `CO[C@H]1C=CO[C@]2(C)Oc3c(C)c(O)c4c(O)c(c5c(c4c3C2=O)NC2(CCN(CC(C)C)CC2)N=5)=NC(=O)C(C)=CC=C[C@@H](C)[C@@H](O)[C@@H](C)[C@@H](O)[C@@H](C)[C@@H](OC(C)=O)[C@@H]1C`?
S2 tox: inconclusive

How did COc1ccccc1N1CCN(c2nc(CNC(=O)c3ccccc3F)nc3ccccc23)CC1 do in these assays?
S2 tox: inconclusive

What do the screens show for `O=C(c1ccncc1)N1CCC2(CCC(CNC(=O)C3(N4CCOCC4)CCCCC3)O2)CC1` (stereo not given)?
S2 tox: inactive

What do the screens show for `Cc1oc(-c2ccccc2NC(=O)C2CCC2)nc1CNC(=O)c1ccccn1`?
S2 tox: inconclusive

How did Cc1ccc2cc(CN(C(=O)c3ccc4c(c3)OCO4)C3CC3)c(N(C)C)nc2c1 do in these assays?
S2 tox: inactive

How did CCN1CCCC1CNC(=O)c1cc(S(=O)(=O)CC)ccc1OC (stereo not given) do in these assays?
S2 tox: inactive

How did COC(=O)c1cn([C@@H]2C[C@@H](C(=O)N3CCCCCC3)N(Cc3cc4ccccc4s3)C2)nn1 do in these assays?
S2 tox: inconclusive

How did Cc1cc(C)n2nc(C(=O)NCC3Cc4cccc(-c5ccc(S(C)(=O)=O)cc5)c4O3)cc2n1 (stereo not given) do in these assays?
S2 tox: inactive

Results for CCC1CN(CCC(=O)N2CCCN(C(=O)c3ccco3)CC2)Cc2cc(OC)ccc2O1 (stereo not given) ?
S2 tox: inactive

How did OC(c1cccnc1)c1ccc2c(c1)CN(Cc1ccc(-c3ccccc3Cl)o1)CCO2 (stereo not given) do in these assays?
S2 tox: inactive

Results for CC(=O)O[C@H]1CC[C@@]2(C)C(=CC[C@@H]3[C@@H]2CC[C@]2(C)C(c4cccnc4)=CC[C@@H]32)C1 ?
S2 tox: inactive

How did CCC1(C2CCN(Cc3cccnc3)CC2)NC(=O)N(CC2COc3ccccc3O2)C1=O (stereo not given) do in these assays?
S2 tox: inactive

What do the screens show for `COCc1c(C(=O)N2CCN(C3CCCC3)CC2)cnn1-c1nccc(-c2cccs2)n1`?
S2 tox: inactive

How did Cc1cnc(C)c(-c2cc(F)cc3c2OC(CNC(=O)Cc2ccccc2C)C3)n1 (stereo not given) do in these assays?
S2 tox: inactive

Results for Cc1cc(-c2ccnc(-n3ncc(C(=O)N(C)CC(O)c4ccccc4)c3C)n2)c(C)s1 (stereo not given) ?
S2 tox: inactive

What do the screens show for `CN1CCCN(C(=O)[C@@H]2C[C@@H](Sc3nc4ccccc4[nH]3)CN2Cc2ccc(-c3ccccc3)cc2)CC1`?
S2 tox: inactive

Results for CN(C)CCCO[C@H]1[C@@H]2OC(C)(C)O[C@@H]2O[C@@H]1[C@H](O)CO ?
S2 tox: inactive

What do the screens show for `COC(=O)[C@@H]1CC[C@H](C)[C@@H](c2ccc(C)cc2)N1C(=O)c1ccc(/C=N/O[C@@H](C)c2cn([C@H](CO)Cc3ccccc3)nn2)cc1`?
MCF10A rereplic: inconclusive; SW480 rerep: inconclusive

How did CC(C)CCNC(=O)[C@H](CC(C)C)NC(=O)[C@H]1O[C@@H]1C(=O)O do in these assays?
MCF10A rereplic: 8.0%; SW480 rerep: 20.0%

What do the screens show for `CO[C@H]1C[C@@H]2CC[C@@H](C)[C@@](O)(O2)C(=O)C(=O)N2CCCC[C@H]2C(=O)O[C@H]([C@H](C)C[C@@H]2CC[C@@H](OC(=O)C(C)(CO)CO)[C@H](OC)C2)CC(=O)[C@H](C)/C=C(\C)[C@@H](O)[C@@H](OC)C(=O)[C@H](C)C[C@H](C)/C=C/C=C/C=C/1C`?
MCF10A rereplic: 3.6%; SW480 rerep: -0.6%

Results for NC(=O)C1CC2(NC(=O)NC2=O)c2cc(F)ccc2O1 (stereo not given) ?
MCF10A rereplic: 1.8%; SW480 rerep: 3.6%

How did CC(CCc1ccc(O)cc1)NCC(O)c1ccc(O)cc1 (stereo not given) do in these assays?
MCF10A rereplic: -3.1%; SW480 rerep: 2.0%

How did COc1ccc(C(=O)CC(c2ccccc2)S(=O)(=O)c2ccc(C)cc2)cc1 (stereo not given) do in these assays?
MCF10A rereplic: 0.4%; SW480 rerep: 1.4%

What do the screens show for `O=P(O)(O)OC[C@H]1O[C@](O)(COP(=O)(O)O)[C@@H](O)[C@@H]1O`?
MCF10A rereplic: 0.0%; SW480 rerep: 3.5%

What do the screens show for `Cc1c(C)c2c(c(C)c1OC(=O)CCC(=O)O)CC[C@@](C)(CCC[C@H](C)CCC[C@H](C)CCCC(C)C)O2`?
MCF10A rereplic: 7.9%; SW480 rerep: -1.1%

How did COc1ccc2c(c1)N(C[C@@H](C)CN(C)C)c1ccccc1S2 do in these assays?
MCF10A rereplic: 2.6%[20.6 µM]; SW480 rerep: -4.8%[20.6 µM]

Results for COC1OC(CO)C(OC2OC(C(=O)O)C(OC3OC(COS(=O)(=O)O)C(OC4OC(C(=O)O)C(OC5OC(CO)C(OC6OC(C(=O)O)C(OC7OC(COS(=O)(=O)O)C(OC8OC(C(=O)O)=C[C@H](O)C8OS(=O)(=O)O)C(O)C7NC(C)=O)[C@@H](O)C6O)C(O)C5NC(C)=O)[C@@H](O)C4O)C(O)C3NC(C)=O)[C@@H](O)C2O)C(O)C1NC(C)=O (stereo not given in full) ?
MCF10A rereplic: -5.4%; SW480 rerep: 0.3%

Results for CC(C)(O/N=C(\C(=O)N[C@@H]1C(=O)N2C(C(=O)[O-])=C(C[n+]3ccccc3)CS[C@@H]12)c1csc(N)n1)C(=O)O ?
MCF10A rereplic: -0.6%[20.6 µM]; SW480 rerep: -8.0%[20.6 µM]

What do the screens show for `CC[C@](C)(CN(C)C)OC(=O)c1ccccc1`?
MCF10A rereplic: 5.8%[20.6 µM]; SW480 rerep: 0.5%[20.6 µM]

What do the screens show for `OCC1O[C@H](O[C@H]2C(O)C(O)C(O)O[C@@H]2CO)C(O)C(O)C1O` (stereo not given in full)?
MCF10A rereplic: -4.2%; SW480 rerep: 0.0%

How did O=C(Nc1cccc(F)c1)c1ccc(-c2ccccc2C(F)(F)F)o1 do in these assays?
MCF10A rereplic: inconclusive; SW480 rerep: 10.3%

What do the screens show for `O=C(CSc1nncn1-c1ccccc1)Nc1cccc(S(=O)(=O)N2CCCCC2)c1`?
MCF10A rereplic: 2.8%; SW480 rerep: 1.7%

How did Cc1cccc(NC(=O)Cn2c(=O)n(CCc3c[nH]c4ccccc34)c(=O)c3cccnc32)c1 do in these assays?
MCF10A rereplic: 9.4%; SW480 rerep: 12.9%

How did COc1ccc(O[C@H]2C=C[C@@H](c3ccccc3)O[C@@H]2COC(=O)CC/C(C)=N/O[C@@H](C)c2cc(-c3c(C)cc(C)cc3C)no2)cc1 do in these assays?
MCF10A rereplic: 2.8%; SW480 rerep: -5.0%

Results for Cc1ccn2c(c1)nc(=S)n2C(=O)c1ccco1 ?
MCF10A rereplic: inconclusive; SW480 rerep: -182.2%

Reprinted at random: 4 entries already listed, in no set order.
What do the screens show for `CC[C@](C)(CN(C)C)OC(=O)c1ccccc1`?
MCF10A rereplic: 5.8%[20.6 µM]; SW480 rerep: 0.5%[20.6 µM]

How did O=C(Nc1cccc(F)c1)c1ccc(-c2ccccc2C(F)(F)F)o1 do in these assays?
MCF10A rereplic: inconclusive; SW480 rerep: 10.3%

How did Cc1cccc(NC(=O)Cn2c(=O)n(CCc3c[nH]c4ccccc34)c(=O)c3cccnc32)c1 do in these assays?
MCF10A rereplic: 9.4%; SW480 rerep: 12.9%

How did COc1ccc(O[C@H]2C=C[C@@H](c3ccccc3)O[C@@H]2COC(=O)CC/C(C)=N/O[C@@H](C)c2cc(-c3c(C)cc(C)cc3C)no2)cc1 do in these assays?
MCF10A rereplic: 2.8%; SW480 rerep: -5.0%

Bioassay records: PubChem BioAssay, National Center for Advancing Translational Sciences (NCATS)
